# SMN2 splice up: increases expression of the SMN2 splice variant; HEK293 SMN2-luciferase splicing reporter, luminescence, 30-36 h; Potency, µM (series often up to 46.1 µM), for the others: top-dose activity change, positive = activation, actives largely listed as activators; actives 2.8% (n = 210,000); AID 1458; also: % of control where 0% means no effect; nearly all actives have a fitted effect of over 55% in size
#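 HEK293 cells carry an SMN2 minigene-luciferase reporter in which exon 7 inclusion puts luciferase in frame. Cells were seeded at 2000 cells/well, attached for 10-12 hours, then exposed to compounds for 30-36 hours at 37C before ONE-Glo luminescence.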
# ALDH1A1 block: blocks purified human ALDH1A1 activity | Purified ALDH1A1, NADH fluorescence, propionaldehyde substrate | Potency, µM (doses to about 75.3 µM), inactives show top-dose activity, negative = inhibition, hits mostly inhibitors | actives 7.3% (n = 220,000) | AID 1030; active = well fitted inhibition curve with a large enough effect, not every such curve was filed as active; inconclusive = small, poorly fitted or top-dose-only effect, or another doubt; inactive = no such curve, though single readings can be large or run the other way;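 also: plate controls were no enzyme wells and a reference inhibitor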
# Target sequence (P00352 whole entry, looked up): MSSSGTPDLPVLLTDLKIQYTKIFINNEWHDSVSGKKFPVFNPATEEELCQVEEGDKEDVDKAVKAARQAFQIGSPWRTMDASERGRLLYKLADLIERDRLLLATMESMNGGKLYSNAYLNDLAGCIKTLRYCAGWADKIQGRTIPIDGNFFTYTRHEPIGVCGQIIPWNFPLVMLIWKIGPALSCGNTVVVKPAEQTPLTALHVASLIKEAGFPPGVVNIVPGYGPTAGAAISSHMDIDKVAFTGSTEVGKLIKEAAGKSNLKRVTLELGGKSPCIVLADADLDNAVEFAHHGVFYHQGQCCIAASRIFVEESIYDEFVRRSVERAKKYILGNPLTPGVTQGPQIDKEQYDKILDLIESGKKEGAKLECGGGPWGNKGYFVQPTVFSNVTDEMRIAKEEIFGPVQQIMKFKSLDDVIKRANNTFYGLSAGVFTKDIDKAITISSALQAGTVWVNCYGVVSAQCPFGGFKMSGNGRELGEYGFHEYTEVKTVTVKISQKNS
# HTT aggregate: mutant huntingtin aggregation inhibition. PC12 HttQ103-GFP aggregates, Acumen cytometry, 40 h. Potency, µM (top dose mostly 46.1 µM), for the others: at the highest dose activity change, negative = inhibition, usual class: inhibitors. actives 1.1% (n = 220,000). AID 1688; also: % is scaled to controls: 0 for no effect and ±100 for the full control effect; nearly all actives have a fitted effect of over 60% in size
#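 Aggregates are detected as GFP objects 1–25 µm with signal 6 STDEV over background in lysates of induced PC12 cells. These carry Huntingtin exon 1 with 103 glutamines fused to GFP under an ecdysone promoter; compounds titrated.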
# HTT ATP protect: cytoprotection in Huntington HTT-Q103 PC12 cell model; PC12 HTT-Q103 induced, cytoprotection, ATP luminescence, 40 h; Potency, µM (titrated, usually from 56.4 µM), without a hit: cytoprotection (ATP increase), most hits filed as activators; actives 0.14% (n = 230,000);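 also: % of control where 0% means no effect; nearly all actives have a fitted effect of over 45% in size; toxic huntingtin expression switched on by the ecdysone agonist tebufenozide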
#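 Huntington model: PC12 line, ecdysone-inducible HTTQ103 exon1–GFP, tebufenozide 100 nM. Test articles in a dose series. Endpoint luminescence from cellular ATP.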
# Tau fluor cs: counter-screen for tau fibril formation inhibitors; AID 1463; Potency, µM (titrated, usually from 57.7 µM), for inactives: at the top dose activity change, negative = decrease; tau K18 P301L Alexa594 fluorescence, heparin fibrillization; actives 0.93% (n = 280,000); also: % is scaled to controls: 0 for no effect and ±100 for the full control effect; nearly all actives have a fitted effect of over 55% in size
#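 Human K18 P301L tau (15 uM unlabeled plus 0.24 uM Alexa 594-labeled, final) in 100 mM sodium acetate pH 7 was mixed with compound and 20 uM heparin and incubated 6 hr at 37 C.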
# KDM4E inh: JMJD2E (human) inhibition | B2RXH2 | JMJD2E catalytic domain, FDH-coupled NADH fluorescence (FDH is formaldehyde dehydrogenase) | Potency, µM (series often up to 57.1 µM), for inactives: at the highest dose activity change, negative = inhibition, most hits filed as inhibitors | actives 1.6% (n = 230,000); active = well fitted inhibition curve with a large enough effect, not every such curve was filed as active; inconclusive = small, poorly fitted or top-dose-only effect, or another doubt; inactive = no such curve, though single readings can be large or run the other way;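 also: 0% = wells with enzyme and -100% = buffer wells without enzyme; nearly all actives have a fitted effect of over 50% in size; many of its hits are not listed in these tables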
# Target sequence (B2RXH2 1-337 limits assumed): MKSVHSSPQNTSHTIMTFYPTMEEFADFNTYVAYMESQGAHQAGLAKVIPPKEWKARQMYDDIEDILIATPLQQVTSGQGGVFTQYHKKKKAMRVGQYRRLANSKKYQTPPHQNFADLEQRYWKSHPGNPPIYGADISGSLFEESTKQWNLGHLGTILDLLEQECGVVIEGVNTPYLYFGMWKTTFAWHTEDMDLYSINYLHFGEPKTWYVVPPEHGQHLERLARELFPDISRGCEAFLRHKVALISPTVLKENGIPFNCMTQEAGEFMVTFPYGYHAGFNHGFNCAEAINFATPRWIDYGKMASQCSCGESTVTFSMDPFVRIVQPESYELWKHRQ
# Tau fibril FP: blocks human tau fibril formation measured by polarization; AID 1468; K18 P301L tau heparin fibrillization, Alexa594 FP, 6 h; Potency, µM (titrated, usually from 57.7 µM), for inactives: at the top dose activity, negative = inhibition, actives largely listed as inhibitors; actives 0.39% (n = 280,000); P10636; also: % is scaled to controls: 0 for no effect and ±100 for the full control effect; nearly all actives have a fitted effect of over 55% in size
# Target sequence (P10636 561-689 P618L limits assumed): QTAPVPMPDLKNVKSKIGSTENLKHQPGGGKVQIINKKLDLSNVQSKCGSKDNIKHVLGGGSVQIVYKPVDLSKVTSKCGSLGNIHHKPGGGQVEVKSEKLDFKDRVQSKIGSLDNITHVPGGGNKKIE
#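 Heparin (20 uM) drove fibril formation of recombinant tau K18 P301L, 15 uM unlabeled with 0.24 uM Alexa 594 label, for 6 hr at 37 C in 100 mM sodium acetate pH 7. Fluorescence polarization (555/632 nm) read 1 hr after 30 uM ThT.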
# Tau fibril ThT: tau fibrillization inhibition (ThT binding) | P10636 | recombinant tau K18 P301L (four-repeat tau fragment), heparin-induced fibrillization, ThT fluorescence | Potency, µM (doses to about 57.4 µM), without a hit: top-dose activity, negative = inhibition, usual class: inhibitors | actives 2.1% (n = 270,000) | AID 1460; also: % is scaled to controls: 0 for no effect and ±100 for the full control effect; nearly all actives have a fitted effect of over 55% in size
#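 In this qHTS, human K18 P301L tau is incubated with compound and heparin for 6 hr at 37 C, and Thioflavin T fluorescence then reports fibril load.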
# * hit, by the source's call; ? = inconclusive; . = no result given; & = joins results of further samples; [ ] = remark or other dose. Unless noted, calls follow the shape of the dose curve; as a rule, active = well fitted curve in the direction sought with a large enough effect; inconclusive = small, poorly fitted or top-dose-only effect, or another doubt; inactive = no such curve, though single readings can be large; an effect the other way counts as inactive or inconclusive. Potency is read from the fitted curve at half-maximal effect.
No.	SMILES	SMN2 splice up	ALDH1A1 block	HTT aggregate	HTT ATP protect	Tau fluor cs	KDM4E inh	Tau fibril FP	Tau fibril ThT
1	COc1ccc(C(=O)Nc2ccc(S(=O)(=O)Nc3cc(C)nc(C)n3)cc2)cc1	9%	.	-4%[9.22 µM]	-3%[10 µM]	-12%&5%	0%	-1%&-2%	-8%&3%
2	CCOC(=O)c1ccc(CNC(=O)CSc2nnnn2-c2ccc(Cl)cc2)o1	-2%	-9%	-1%	-1%	-23%	-3%	-2%	-13%
3	COc1cccc([C@@H]2Oc3ccc(Br)cc3C[C@H]2OC(=O)NS(=O)(=O)c2ccc(C)cc2)c1	-4%	-9%	.	?	-24%	-9%	?	-9%
4	CCCCc1ccc(NC(=O)CC(C)(C)C)cc1	.	10%	-27%	.	9%	-2%	2%	9%
5	COCCCNC(=O)CCN1C(=O)COc2ccccc21	26%	12%	9%	13%	-3%	15%	3%	-4%
6	Cc1ccc2nsnc2c1NC(=O)c1ccc([N+](=O)[O-])cc1	-65%[inhibitor]	8%	-5%	.	0%	2%	5%	-3%
7	CCCCn1nnnc1SCC(=O)N(CC)CC	-2%	-7%	?	-13%	-6%	5%	-3%	-8%
8	CCOc1cc(N2CCOCC2)c(OCC)cc1NC(=O)COc1ncnc2ccccc12	6%	?	?	4%	-14%	-5%	9%	-12%
9	CCCn1c(-c2ccc(F)cc2)nc2c(NCCN(C)C)nc(C)nc21	1%	?	.	1%	-5%	?	-10%	-1%
10	C[C@@H]1CC[C@]2(O[C@@H](CCO)C[C@@H](O)[C@@H]2O)O1	.	.	-12%[9.22 µM]	1%[10 µM]	1%	-1%	-9%	-5%
11	Cc1ccc(C)c(NC(=O)CSc2c(C)n[nH]c2C)c1	?	?	-1%[9.22 µM]	-20%	5%	-4%	-2%	-1%
12	CCOc1ccc(NC(=O)CN(C)CC(=O)Nc2ccccc2SC)cc1OCC	-13%	5%	4%	-4%[10 µM]	4%	-1%	5%	6%
13	C/C=C/c1ccccc1OCc1ccc(C(=O)OC)o1	6%	14%	14%	-14%	-13%	4%	-2%	-11%
14	CNC(=O)CSCc1c(Cl)cccc1Cl	18%	9%	-8%	-8%[0.074 µM]	3%	1%	-4%	4%
15	COCc1nnc(NC(=O)CCc2ccccc2)s1	17%	-11%	-7%	8%	-3%	10%	-1%	4%
16	COc1cc(C2c3c(n[nH]c3C)C(=O)N2c2ccc(C)cc2)ccc1O (stereo unspecified)	22%	3%	5%	7%	-8%	3%	3%	-5%
17	CC(=O)c1ccc(NC(=O)C(C)OC(=O)COc2ccc(C#N)cc2)cc1 (stereo unspecified)	.	0%	6%	-8%[10 µM]	-13%	-4%	-10%	-9%
18	COc1cc(C2c3sc(=O)[nH]c3SC3C4CCC(C4)C23)ccc1O (stereo unspecified)	7%	?	13%	5%	-13%	7%	0%	-3%
19	Cc1ccc(Cl)cc1-n1nnc(-c2nsc(NC(=O)c3ccccc3Cl)n2)c1C	-25%	.	.	.	-14%	.	-5%	-10%
20	C=CCn1c(COC)nnc1SCC(=O)c1ccc(F)cc1	7%	11µM*	?	8%	12%	?	-5%	-15%
21	O=C(COC(=O)c1ccc(S(=O)(=O)N2CCc3ccccc3C2)cc1)NC1CCS(=O)(=O)C1 (stereo unspecified)	12%	22%	26%	.	-6%	-8%	3%	-4%
22	COc1ccc(C(C)n2c(C)c3c(C)nnc(C)c3c2C)cc1 (stereo unspecified)	0%	?	?	-14%	-7%&-2%	?	-5%&-7%	?
23	CCC(=O)Nc1nc(-c2ccccc2)ns1	11µM*	5%	?	0%[10 µM]	-12%	10%	-9%	-19%
24	COc1ccc(C(c2sc3nc(C)nn3c2O)N2CCC(O)CC2)cc1OC (stereo unspecified)	-3%	-1%	11%	0%[10 µM]	1%	-4%	-6%	3%
25	Cc1nn(-c2ccccc2)c(N)c1N=Nc1ccc(Cl)cc1	22µM*	-1%	3.5µM*	-87%[inhibitor][10 µM]	?	-10%	-6%	7.9µM*
26	Cc1c(C(=O)O)[nH]c2ccc([N+](=O)[O-])cc12	-1%	?	15%	.	-8%	-7%	2%	-2%
27	CN(c1ncnc2onc(-c3cccc(Cl)c3)c12)C1CCCCC1	2%	.	.	.	-9%	.	3%	-8%
28	CC(=O)c1ccc(NC(=S)N2CCC(Cc3ccccc3)CC2)cc1	.	.	-1%[9.22 µM]	6%[10 µM]	?	-7%	-13%	?
29	COc1ccc(-c2ccc(-c3noc(-c4ccc(OC)c(OC)c4)n3)c(OC)n2)cc1	-21%	?	4%	-7%[0.074 µM]	-11%	?	0%	?
30	COc1cc(C(=O)NCc2nnc(SCC(=O)Nc3cc(C)on3)o2)cc(OC)c1OC	-24%	7%	17%	1%	0%	-6%	-4%	-1%
31	NS(=O)(=O)c1ccc(NC(=O)COC(=O)COc2ccc3ccccc3c2)cc1	11%	17%	2%	.	-24%	-1%	-13%	-7%
32	COCCN1CCc2[nH]c(=S)[nH]c(=O)c2C1	-5%	?	-11%	15%[10 µM]	-6%	?	1%	-9%
33	COc1ccc(-n2c(=O)c3c4c(sc3n3c(=S)[nH]nc23)CCC4)cc1	.	-3%	5%[9.22 µM]	13%[10 µM]	-15%	-15%	8%	-12%
34	COCCCn1c(CCC(=O)O)ccc1-c1ccc(F)cc1	6%	?	-7%	9%[10 µM]	-10%	?	4%	-10%
35	CC12CCC(c3nnc(SCC(=O)Nc4cccc5ccccc45)nc31)C2(C)C (stereo unspecified)	-3%	-6%	8%	-17%	-12%	1%	0%	-10%
36	COC(=O)c1ccc(OS(=O)(=O)N(C)C)cc1	15%	6%	21%	-26%	0%	5%	0%	-8%
37	O=C(CN1C(=O)c2ccccc2S1(=O)=O)Nc1ccccc1	-28%	-6%	0%	-35%	-10%	-14%	3%	-5%
38	CC(=O)c1cc(C#N)c(SCC(=O)OC(C)C)nc1C	9%	?	-3%	13%[10 µM]	-24%	-26%	?	?
39	O=C(CNC(=O)C1CCCCC1)Nc1cc(Cl)cc(Cl)c1	22%	?	3%	4%[10 µM]	-12%	5%	1%	-5%
40	CC(C)(Cc1ccc(O)cc1)NC(=O)CC(=O)N/N=C/c1ccc([N+](=O)[O-])cc1	-10%	?	15%[9.22 µM]	13%	-21%	?	8%	-14%

# The last seven records of the part before lead into the next.
No.	SMILES	SMN2 splice up	ALDH1A1 block	HTT aggregate	HTT ATP protect	Tau fluor cs	KDM4E inh	Tau fibril FP	Tau fibril ThT
34	COCCCn1c(CCC(=O)O)ccc1-c1ccc(F)cc1	6%	?	-7%	9%[10 µM]	-10%	?	4%	-10%
35	CC12CCC(c3nnc(SCC(=O)Nc4cccc5ccccc45)nc31)C2(C)C (stereo unspecified)	-3%	-6%	8%	-17%	-12%	1%	0%	-10%
36	COC(=O)c1ccc(OS(=O)(=O)N(C)C)cc1	15%	6%	21%	-26%	0%	5%	0%	-8%
37	O=C(CN1C(=O)c2ccccc2S1(=O)=O)Nc1ccccc1	-28%	-6%	0%	-35%	-10%	-14%	3%	-5%
38	CC(=O)c1cc(C#N)c(SCC(=O)OC(C)C)nc1C	9%	?	-3%	13%[10 µM]	-24%	-26%	?	?
39	O=C(CNC(=O)C1CCCCC1)Nc1cc(Cl)cc(Cl)c1	22%	?	3%	4%[10 µM]	-12%	5%	1%	-5%
40	CC(C)(Cc1ccc(O)cc1)NC(=O)CC(=O)N/N=C/c1ccc([N+](=O)[O-])cc1	-10%	?	15%[9.22 µM]	13%	-21%	?	8%	-14%
41	COc1ccc(-c2cc(C(F)(F)F)n3nc(C)cc3n2)cc1	-21%	156%[activator]	-3%	-3%	-6%	-11%	-4%	-17%
42	Cc1cc(C)n(-c2nc(N(c3ccccc3)c3ccccc3)nc(-n3nc(C)cc3C)n2)n1	-115%[inhibitor]	7%	-27%	-15%[10 µM]	3%	-1%	?	20µM*
43	COc1cc(OC)cc(-c2nnc(SCC(=O)N3CCCCC3)o2)c1	4%	-14%	5%	-11%	-3%	-1%	-3%	-7%
44	OCCCNC(=S)Nc1ccc(Nc2ccccc2)cc1	14%	-1%	28%	-5%	-20%	1%	7%	-17%
45	Cc1ccc(N2C(=O)c3n[nH]c(C)c3C2c2ccc(Cl)cc2)cc1 (stereo unspecified)	?	.	.	.	-19%	.	-7%	-10%
46	Cc1ccc(N(CC(N)=O)C2SC(=O)NC2=O)cc1 (stereo unspecified)	-20%	?	-1%	-7%[10 µM]	-2%	6%	-3%	4%
47	Cc1ccc(NC(=O)Cn2cnc3sc(C(=O)O)c(C)c3c2=O)cc1Cl	1%	.	.	.	-6%	.	5%	-13%
48	O=C(CN1CCN(Cc2ccccc2)CC1)NC(=O)NCc1ccco1	0%	-4%	1%	9%[10 µM]	4%	14%	-4%	1%
49	Nc1nn(-c2cccc(F)n2)cc1-c1ccccc1	14µM*	-3%	4%	-84%[inhibitor]	-16%	10%	5%	?
50	CCOCC(O)CS(=O)Cc1ccccc1 (stereo unspecified)	-1%	-1%	14%	-5%[10 µM]	0%	3%	2%	-2%
51	COc1ccc(C(C(=O)Nc2ccc(C(C)C)cc2)N(C)C(=O)c2ccc(=O)[nH]c2)cc1 (stereo unspecified)	-21%	?	23%	-17%	-9%	6%	-2%	-4%
52	O=C(CN1CCN(S(=O)(=O)c2ccc(Br)cc2)CC1)N/N=C/c1ccc(Br)s1	-11%	6%	-12%	-51%[inhibitor]	-5%	5%	-6%	-6%
53	c1ccc(Cc2nnc3sc(-c4ccncc4)nn23)cc1	-4%	7.9µM*	?	-6%[0.074 µM]	5%	-1%	0%	-7%

# Compound activity deposited in PubChem BioAssay by National Center for Advancing Translational Sciences (NCATS).

# Some of the compounds tested, so the mix of outcomes need not match the whole.
